TNAP inh no acc: human TNAP enzyme inhibitors, primary screen, biochemical, luminescent, no phosphate acceptor, uHTS | purified TNAP, CDP-star luminescence, 30 min | inhibition, % at 20 µM | AID 1012, 2008 | Alkaline phosphatase, tissue-nonspecific isozyme (Homo sapiens), P05186 | 200,000 tested, 0.26% active;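 active = tissue-nonspecific alkaline phosphatase inhibition above about 50% at 20 µM in the single-dose screen, limit read from the data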;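 note: 0% = DMSO negative control and 100% = EDTA positive control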
Target sequence (P05186 whole entry, looked up): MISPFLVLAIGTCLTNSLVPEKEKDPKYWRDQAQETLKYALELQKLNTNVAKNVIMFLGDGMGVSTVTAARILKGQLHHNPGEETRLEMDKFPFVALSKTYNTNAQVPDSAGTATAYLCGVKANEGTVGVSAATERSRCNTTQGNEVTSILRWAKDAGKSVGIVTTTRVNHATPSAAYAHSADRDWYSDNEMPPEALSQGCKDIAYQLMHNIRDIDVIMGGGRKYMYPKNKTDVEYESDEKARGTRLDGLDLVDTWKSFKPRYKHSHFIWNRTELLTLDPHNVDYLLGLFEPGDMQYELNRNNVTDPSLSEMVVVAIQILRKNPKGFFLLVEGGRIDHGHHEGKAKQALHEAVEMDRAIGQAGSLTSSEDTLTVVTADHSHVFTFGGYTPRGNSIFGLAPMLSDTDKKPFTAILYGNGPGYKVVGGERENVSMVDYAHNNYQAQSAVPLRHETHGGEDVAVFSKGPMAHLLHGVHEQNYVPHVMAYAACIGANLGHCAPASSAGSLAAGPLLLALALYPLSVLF
bIAP inhibitor: bovine intestinal alkaline phosphatase inhibitors, primary screen, selectivity assay for TNAP inhibitor project, biochemical, bovine IAP, CDP-star luminescence; alkaline phosphatase, intestinal [Bos taurus]; purified bovine IAP, 30 min; inhibition, % at 20 µM; 190,000 tested, under 10 active;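 active = over 50% inhibition of intestinal alkaline phosphatase at 20 µM in the single-dose screen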
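Incubation: 30 min reaction at room temperature / Material: purified bovine intestinal alkaline phosphatase (IAP) enzyme / Input: enzyme at 1/65,000,000 dilution / Dosing: 20 µM single dose / Signal: CDP-star luminescence signal / Reagent: CDP-star chemiluminescent phosphatase substrate, 30 µM final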
RAM inhibit: inhibitors of the yeast RAM network, primary screen, dse1pr::URA3 reporter, 5-FOA selection | S. cerevisiae dse1pr::URA3 reporter, 5-FOA growth OD615, 2 d; analog-sensitive cbk1-as2 kinase mutant strain | inhibition, % at 50 µM | 190,000 tested, 1.8% active;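 active = inhibition above a set limit, 3 SD over mean compound inhibition, cut at about 8.4% in these data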;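 note: 0% = DMSO-only wells with no growth and 100% = 10 µM 1-NA-PP1 full growth; inhibition rescues growth on 5-FOA so higher OD means more RAM inhibition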
TNAP inh hiacc: human TNAP enzyme inhibitors, primary screen, biochemical, luminescent, high phosphate acceptor level, uHTS; Alkaline phosphatase, tissue-nonspecific isozyme (Homo sapiens), P05186; purified TNAP, CDP-star luminescence, 1 M DEA; inhibition, % at 20 µM; 200,000 tested, 0.03% active;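 active = over 50% inhibition of tissue-nonspecific alkaline phosphatase at 20 µM in the single-dose screen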;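 note: plate controls were DMSO wells for no effect and EDTA-quenched wells as full inhibition for full effect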
L major viab: Leishmania major promastigote growth inhibition, primary screen. AID 1063, 2008. 200,000 tested, 9% active. inhibition, % at 10 µM. Leishmania major promastigotes, resazurin fluorescence viability; in the data active = inhibition above about 50%;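 note: promastigotes grown with compound for 44 hours at 28 °C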
bIAP activator: bovine intestinal alkaline phosphatase activators, primary screen, biochemical, bovine IAP, CDP-star luminescence; 200,000 tested, 0.17% active; activation factor at 20 µM; purified bovine IAP, 30 min; hits give high values; fold of DMSO-control signal, blank-subtracted; AID 1016, 2008; alkaline phosphatase, intestinal [Bos taurus];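 active = activation factor of 2 or more at 20 µM, a signal rise over negative controls twice the positive control's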
APP transl inh: inhibitors of APP translation via 5'UTR reporter, primary screen, APP 5'UTR luciferase, SH-SY5Y cells; SH-SY5Y APP 5'UTR-luciferase reporter, luminescence; inhibition, % at 2 µM; 190,000 tested, 0.82% active;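 active = inhibition above a set limit, derived from the sample mean plus 3 SD, cut at about 45% in these data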; note: values of inactives mirror those of a sister screen read the other way
FLuc inhib CS: firefly luciferase enzyme inhibitors, primary screen, artefact control for luciferase-based inhibitor screens, biochemical, luminescence, ATPLite; 200,000 tested, 1.5% active; 10 min; inhibition, % at 10 µM; Luciferin 4-monooxygenase (Photinus pyralis), P08659;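 active = inhibition above about 50% when tested at 10 µM, limit read from the data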
Target sequence (P08659 whole entry, looked up): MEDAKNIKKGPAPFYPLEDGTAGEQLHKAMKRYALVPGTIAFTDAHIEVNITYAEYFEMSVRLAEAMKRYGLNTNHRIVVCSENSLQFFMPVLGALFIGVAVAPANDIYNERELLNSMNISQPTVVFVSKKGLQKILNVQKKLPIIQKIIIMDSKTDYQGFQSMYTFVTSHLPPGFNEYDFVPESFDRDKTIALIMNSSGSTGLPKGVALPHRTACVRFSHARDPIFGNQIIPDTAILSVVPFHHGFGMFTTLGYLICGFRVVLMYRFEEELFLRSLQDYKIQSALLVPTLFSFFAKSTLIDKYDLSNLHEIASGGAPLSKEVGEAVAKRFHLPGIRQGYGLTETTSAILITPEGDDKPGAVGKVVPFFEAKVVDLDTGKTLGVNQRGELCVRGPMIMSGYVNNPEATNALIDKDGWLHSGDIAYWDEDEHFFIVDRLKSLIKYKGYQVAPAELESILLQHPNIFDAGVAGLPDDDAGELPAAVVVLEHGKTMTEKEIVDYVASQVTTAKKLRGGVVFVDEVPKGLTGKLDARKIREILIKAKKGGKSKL
TNAP act hi DEA: TNAP activators at high phosphate acceptor level, primary screen, biochemical, luminescence, uHTS; activation factor at 20 µM; purified TNAP, CDP-star luminescence, 1 M DEA, 30 min; hits give high values; 0 = EDTA background, 1 = DMSO-only activity; 200,000 tested, under 10 active; Alkaline phosphatase, tissue-nonspecific isozyme (Homo sapiens), P05186;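 active = activation factor at least 2 at 20 µM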
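Assay system: human TNAP; Input: enzyme diluted 1/800 final; Reagent: CDP-star luminogenic substrate at 100 µM final; Timing: 30 min, room temperature; Signal: luminescence; Evaluation: TNAP activation factor scaled between EDTA and DMSO control wells.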
FLuc stim CS: FLuc activators, initial screening, artefact control for FLuc-dependent activation tests, biochemical, ATPlite luminescence | ATPlite luciferase biochemical, 10 min; 0 = ATP-free wells, 1 = DMSO control | activation factor at 10 µM | 200,000 tested, under 10 active;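 active = luciferase activation factor, scaled between plate controls, of at least 2 with compound at 10 µM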
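System: cell-free luciferase reagent; medium: PBS as buffer for the ATP substrate; doses: test compounds dosed from 2 mM stocks in 100% DMSO; incubation: 10 min, room temperature; measured by: luminescence from luciferase reaction; read-out: luciferase activation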
* = called active by the depositor.

Order of results: FLuc inhib CS	L major viab	bIAP activator	FLuc stim CS	TNAP inh no acc	RAM inhibit	bIAP inhibitor	APP transl inh	TNAP inh hiacc	TNAP act hi DEA
- O=C(Cc1ccc(Cl)cc1)N/N=C/c1cccs1
→ -4	7	1.1	1	-4	0.0	-9	1	-2	1
- CCCOc1ccccc1C1CC(=O)Nc2cc3c(cc21)OCCO3 (stereo not given)
→ -4	98*	1	1	-14	-0.5	-2	94*	-5	1
- CC1CCCN(C(=O)CSc2cnc3ccccc3n2)C1 (stereo not given)
→ 2	-1	1.1	1	0	-0.7	-6	-2	2	1
- COc1ccccc1NC(=O)NCCCN1CCN(c2cccc(Cl)c2)CC1
→ -12	6	1.2	1.1	-10	1.9	-17	5	-6	1.1
- COc1ccc(OC)c(-c2csc(N(Cc3ccco3)C(=O)c3ccco3)n2)c1
→ -3	4	1	1	-6	5.8	1	17	5	1
- Clc1ccc(OCc2cnc(Cl)s2)cc1
→ -5	-12	0.9	1.1	-11	1.3	9	-7	-4	1
- O=C(CCCn1c(=O)[nH]c2ccsc2c1=O)N1CCN(c2ccccn2)CC1
→ -6	0	1	1.1	-9	0.8	4	-10	9	0.9
- Cc1ccc(NC(=O)CN(C)CC(=O)Nc2ccccc2C#N)cc1
→ -2	8	1.1	1	-9	1.0	-7	-1	-2	1
- CCOC(=O)C1(CCCc2ccccc2)CCN(C(=O)C2=C(C)OCCO2)CC1
→ 0	32	1	1	-4	1.4	4	-10	-3	1
- COc1ccc(Cl)cc1C(=O)Nc1ccccc1N1CCN(C(=O)C(C)C)CC1
→ -4	33	1.1	1	-14	2.3	-8	-4	-6	1.1
- CC(=O)Nc1ccc(NC(=O)C(F)(F)F)cc1
→ -2	-4	1.1	1	-10	1.4	-11	8	-3	1
- COC(=O)\C(C(C)=O)=C(/C=C/C=C/N(C)C)N(C)C
→ -7	0	0.8	1.1	11	-0.4	23	-8	5	1
- COc1cc(NC(=O)Cc2ccc([N+](=O)[O-])cc2)c(C(=O)O)cc1OC
→ -1	-4	1.1	1	-15	3.7	-14	2	3	1
- O=C(c1ccc(COc2ccccc2Br)o1)N1CCCCCC1
→ -2	-2	1.1	1	1	0.9	-13	-16	1	1
- COc1ccc(Br)cc1CN(C)CC(=O)Nc1cc(Cl)ccc1Cl
→ -5	2	1.2	1.1	-10	3.4	-23	-9	0	1
- Cc1cc(C)n2cc(CSc3nnnn3-c3ccc(Cl)cc3)nc2n1
→ 2	2	0.9	1	0	3.1	10	6	3	1
- CS(=O)(=O)N(CC(=O)Nc1ccccc1-c1ccccc1)c1ccc(F)cc1
→ -3	18	1	1	-6	2.2	3	7	-3	1
- Cc1ccc(S(=O)(=O)Cc2ccc(C(=O)N3CCN(Cc4ccccc4)CC3)o2)cc1
→ 1	99*	1	1	-11	2.0	5	-4	-7	1.1
- C=CCN(CC=C)CC(=O)Nc1ccc(S(N)(=O)=O)cc1
→ -8	-5	0.6	1.1	-12	-0.9	38	-19	-4	1
- CC1CCc2sc(NC(=S)NC(=O)c3ccccc3)c(C#N)c2C1 (stereo not given)
→ 8	34	0.9	0.9	12	3.0	12	-6	1	1
- COC(=O)c1sc2nc3c(cc2c1N)COC(C)(C)C3
→ 31	5	1	0.7	-10	0.2	1	11	-4	1
- O=C(COc1ccccc1F)c1ccc(O)cc1O
→ -1	-8	1	1	5	0.1	3	-11	-7	1.1
- CCOc1ccc(-c2[nH]nc3c2C(c2ccc(O)cc2)C(C#N)=C(N)O3)cc1 (stereo not given)
→ -3	9	0.9	1	14	-0.6	9	-6	14	0.9
- Cc1ccc(C(=O)CCNc2ccccc2)o1
→ -7	94*	1	1.1	-7	0.8	0	4	-6	1.1
- CCC(=O)OCCn1c(Br)nc2c1c(=O)[nH]c(=O)n2C
→ -11	4	0.9	1.1	4	0.5	10	2	-5	1.1
- O=C(Nc1ccc(Cl)cc1)OC(CN1CCCCC1)C(F)(F)F (stereo not given)
→ -1	5	0.9	1	-7	1.4	6	-12	-3	1
- O=C(/C=C/c1ccc(Cl)cc1)c1cccnc1
→ 14	100*	0.9	0.9	-2	1.0	14	-28	1	1
- O=C(O)c1cccc(NC(=S)N/N=C/c2cccnc2)c1
→ 3	-1	1.2	1	-7	2.4	-16	-33	-5	1
- CCn1cc(C(=O)NCC(=O)OC)c2cc(OC)c(OC)cc2c1=O
→ -8	-1	1	1.1	-8	0.1	2	5	-4	1
- CCCc1c(C)nc2ccccc2c1SCCC#N
→ 0	5	1.1	1	0	0.0	-6	2	-5	1.1
- COc1ccc(-c2noc(COc3ccc4c(c3)OCO4)n2)cc1
→ -1	-1	0.9	1	-10	2.2	10	11	0	1
- CC(C)Cc1cc(C(=O)N2CCCC(CCC(=O)N(C)CCc3ccccn3)C2)no1 (stereo not given)
→ 1	20	1.1	1	-5	1.4	-5	4	-4	1
- O=C(Nc1cc(-c2nc3ccccc3s2)ccc1Cl)c1ccc2c(c1)OCO2
→ 0	2	0.9	1	-4	4.8	8	-28	0	1
- CN(C)c1ccc(/C=N/NC(=O)c2ccccc2Cl)cc1
→ 12	-3	0.9	0.9	-12	0.0	8	9	-2	1
- CCCCOc1nc2ccccc2nc1C(C#N)S(=O)(=O)c1ccccc1 (stereo not given)
→ -3	-1	1	1	-3	4.6	5	9	1	1
- COc1ccc(NC(C)=O)cc1NC(=O)CN1CCN(C2c3ccccc3-c3ccccc32)CC1
→ -7	84*	1.2	1.1	-74	1.5	-16	-9	-55	1.5
- O=S(=O)(Nc1ccncc1Cl)c1ccc2ccccc2c1
→ -1	3	1	1	-5	4.2	3	-14	-4	1
- O=C(Nc1nc(-c2ccc3ccccc3c2)cs1)c1ccc(N2C(=O)CCC2=O)cc1
→ -5	-7	0.9	1.1	-7	4.7	10	44	2	1
- O=C(O)c1[nH]c2ccccc2c1C=NCc1ccccc1Cl
→ -5	-9	1.1	1	1	-0.7	-8	-2	-6	1.1
- Cc1cccc2cc(CN(Cc3ccccc3)C(=O)N(C)C)c(=O)[nH]c12
→ -8	14	0.9	1.1	-7	2.1	7	-10	-2	1

Profiles as entered above.
Listed for CCC(=O)OCCn1c(Br)nc2c1c(=O)[nH]c(=O)n2C : FLuc inhib CS: -11; L major viab: 4; bIAP activator: 0.9; FLuc stim CS: 1.1; TNAP inh no acc: 4; RAM inhibit: 0.5; bIAP inhibitor: 10; APP transl inh: 2; TNAP inh hiacc: -5; TNAP act hi DEA: 1.1
Listed for COc1ccc(-c2noc(COc3ccc4c(c3)OCO4)n2)cc1 : FLuc inhib CS: -1; L major viab: -1; bIAP activator: 0.9; FLuc stim CS: 1; TNAP inh no acc: -10; RAM inhibit: 2.2; bIAP inhibitor: 10; APP transl inh: 11; TNAP inh hiacc: 0; TNAP act hi DEA: 1
Listed for COC(=O)c1sc2nc3c(cc2c1N)COC(C)(C)C3 : FLuc inhib CS: 31; L major viab: 5; bIAP activator: 1; FLuc stim CS: 0.7; TNAP inh no acc: -10; RAM inhibit: 0.2; bIAP inhibitor: 1; APP transl inh: 11; TNAP inh hiacc: -4; TNAP act hi DEA: 1

Continuation:
Order of results: FLuc inhib CS	L major viab	bIAP activator	FLuc stim CS	TNAP inh no acc	RAM inhibit	bIAP inhibitor	APP transl inh	TNAP inh hiacc	TNAP act hi DEA
- O=C(c1ccc(Cl)cc1)c1cn[nH]c1-c1ccccc1O
→ -5	-5	1.4	1	18	1.2	-40	5	-4	1
- CCOC(=O)c1c(NC(=O)C2C3C=CC(C3)C2(C)C(=O)O)sc2c1CCCC2 (stereo not given)
→ -7	-5	1	1.1	-15	0.1	4	-23	-1	1
- CCCn1c2c(c(O)c(C(=O)NCCCN(CC)CC)c1=O)CCCC2
→ -6	10	0.7	1.1	-8	-1.0	33	-10	-3	1
- Cc1ccccc1Nc1nc(N)nc(CSc2ccc(F)cc2)n1
→ 3	6	0.8	1	4	3.2	17	-168	2	1
- C=CCn1c(-c2ccco2)n[nH]c1=S
→ -2	-2	0.9	1	-7	2.0	6	0	-5	1.1
- CCO[C@H]1OC(C(=O)NCc2nc3ccccc3[nH]2)=C[C@@H](c2ccccc2)[C@@H]1CCCO
→ -2	13	1.1	1	-11	1.6	-13	8	-8	1.1
- Cc1ccc(S(=O)(=O)NC2=NCN(C3CCCCC3)CN2)cc1
→ -5	-1	1	1	-11	1.2	-1	4	-4	1
- CC(c1ccco1)N(C(=O)C12CC3(C)CC(C)(CC(C)(C3)C1)C2)c1ccccn1 (stereo not given)
→ -9	-1	0.9	1.1	0	4.3	10	1	-5	1
- Cc1cc2cc(CCNC(=O)c3cccs3)c(=O)[nH]c2cc1C
→ -9	5	0.9	1.1	-8	2.8	12	-98	-6	1.1
- C=C(C)COc1ccc(-c2nc(N)ncc2Oc2ccc(OC)cc2)c(O)c1
→ -2	2	0.7	1	-6	8.3	33	8	0	1
- N=c1n(CCN2CCOCC2)c2ccccc2n1CC(O)COc1ccccc1 (stereo not given)
→ -6	14	1.1	1.1	-8	-0.1	-6	3	-2	1
- COc1ccc(-c2cc(OC(=O)c3ccc(F)cc3)c3c(C)oc(C)c3c(=O)c2)cc1
→ -8	-3	1	1.1	9	1.6	0	5	-1	1

Retrieved by compound from the list above, 6 records:
Order of results: FLuc inhib CS	L major viab	bIAP activator	FLuc stim CS	TNAP inh no acc	RAM inhibit	bIAP inhibitor	APP transl inh	TNAP inh hiacc	TNAP act hi DEA
- COc1ccc(-c2cc(OC(=O)c3ccc(F)cc3)c3c(C)oc(C)c3c(=O)c2)cc1
→ -8	-3	1	1.1	9	1.6	0	5	-1	1
- CC(c1ccco1)N(C(=O)C12CC3(C)CC(C)(CC(C)(C3)C1)C2)c1ccccn1 (stereo not given)
→ -9	-1	0.9	1.1	0	4.3	10	1	-5	1
- Cc1cc2cc(CCNC(=O)c3cccs3)c(=O)[nH]c2cc1C
→ -9	5	0.9	1.1	-8	2.8	12	-98	-6	1.1
- C=C(C)COc1ccc(-c2nc(N)ncc2Oc2ccc(OC)cc2)c(O)c1
→ -2	2	0.7	1	-6	8.3	33	8	0	1
- CCCn1c2c(c(O)c(C(=O)NCCCN(CC)CC)c1=O)CCCC2
→ -6	10	0.7	1.1	-8	-1.0	33	-10	-3	1
- O=C(c1ccc(Cl)cc1)c1cn[nH]c1-c1ccccc1O
→ -5	-5	1.4	1	18	1.2	-40	5	-4	1

Compound activity (PubChem BioAssay)
